TRPC4 block = inhibitors of mouse TRPC4 channel, primary screen, Fluo4 calcium, HEK293 TRPC4beta/mu-opioid cells. Short transient receptor potential channel 4 (Mus musculus), Q9QUQ5. DAMGO-evoked Fluo4 calcium flux; stronger effect = lower value. B-score at 10 µM. 300,000 compounds, 0.39% hits. AID 2247, 2010;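 active means B-score over 3 SD under the library average, no early fluorescence shift, positive overall ratio signal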
Target sequence (Q9QUQ5 whole entry, looked up): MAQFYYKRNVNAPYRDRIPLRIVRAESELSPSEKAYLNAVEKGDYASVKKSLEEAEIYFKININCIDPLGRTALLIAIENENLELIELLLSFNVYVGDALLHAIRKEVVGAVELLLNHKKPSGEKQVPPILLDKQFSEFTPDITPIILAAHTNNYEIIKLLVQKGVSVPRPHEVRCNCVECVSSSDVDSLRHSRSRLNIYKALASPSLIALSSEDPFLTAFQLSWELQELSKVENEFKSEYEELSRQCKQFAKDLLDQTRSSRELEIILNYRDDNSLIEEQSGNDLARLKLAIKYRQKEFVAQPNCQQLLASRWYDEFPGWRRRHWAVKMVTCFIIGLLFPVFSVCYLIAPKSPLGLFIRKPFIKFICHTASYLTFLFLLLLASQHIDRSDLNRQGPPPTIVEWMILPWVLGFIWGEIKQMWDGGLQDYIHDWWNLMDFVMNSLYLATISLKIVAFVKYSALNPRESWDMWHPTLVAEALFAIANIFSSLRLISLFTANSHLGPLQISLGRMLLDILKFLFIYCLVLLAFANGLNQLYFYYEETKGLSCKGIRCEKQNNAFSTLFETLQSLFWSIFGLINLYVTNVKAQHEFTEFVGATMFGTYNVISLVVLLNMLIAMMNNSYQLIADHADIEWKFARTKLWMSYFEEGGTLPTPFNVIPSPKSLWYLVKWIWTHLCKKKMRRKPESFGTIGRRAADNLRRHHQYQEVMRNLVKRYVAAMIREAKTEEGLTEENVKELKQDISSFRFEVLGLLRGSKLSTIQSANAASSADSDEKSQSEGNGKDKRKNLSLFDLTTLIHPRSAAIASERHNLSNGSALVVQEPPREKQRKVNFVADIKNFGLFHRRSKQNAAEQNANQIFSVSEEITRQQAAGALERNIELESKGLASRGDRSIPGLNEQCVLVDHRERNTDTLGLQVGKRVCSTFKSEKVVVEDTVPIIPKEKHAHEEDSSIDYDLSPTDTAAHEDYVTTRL
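Assay system: HEK293 cells with stable TRPC4beta plus mu-opioid receptor expression; Probe or stimulus: DAMGO in two steps, submaximal then maximal; Dosing: single-point compound dosing; Measured by: Fluo4 calcium-dye fluorescence, kinetic read; Read-out basis: B score from integrated Fluo4 fluorescence ratio.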
TRPC6 act = mouse TRPC6 channel activators, primary screen, cell-based, HEK293, membrane potential dye | Short transient receptor potential channel 6 (Mus musculus), Q61143 | HEK293-TRPC6 membrane potential dye fluorescence; stronger effect = higher value | B-score at 10 µM | 310,000 compounds, 0.13% hits;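 active means B-score of the integrated fluorescence ratio above library mean plus 3 SD, and starting fluorescence ratio within library mean plus 5 SD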;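 further: higher score means more depolarization so channel activation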
TRPC4 potent = positive allosteric modulators of TRPC4, primary screen, cell-based, mouse TRPC4beta, HEK293 mu-opioid, Fluo-4 calcium. Short transient receptor potential channel 4 (Mus musculus), Q9QUQ5. DAMGO EC20, Fluo-4 Ca2+ flux; stronger effect = higher value. B-score at 10 µM. 310,000 compounds, 0.42% hits;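 active means B-score of calcium response area above 5 SD of library B-scores, with initial fluorescence ratio within 5 SD of library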;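 further: B-score of integrated fluorescence ratio over time as area under calcium response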
TMEM16A act = TMEM16A chloride channel activators or potentiators, primary screen, cell-based, HTS. 340,000 compounds, 0.3% hits. AID 623877, 2012. HEK293 TMEM16A/YFP-H148Q/I152L, iodide quench fluorescence; stronger effect = lower value. Anoctamin-1 (Mus musculus), Q8BHY3. B-score at 10 µM;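 active means fluorescence-ratio B-score plate-corrected deviation score at least 3 library SD below zero, with starting fluorescence score within 5 deviations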;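 further: channel opened by trigger with iodide after compound preincubation; score built on the fluorescence ratio of max minus min over baseline; more negative score means more quench and so TMEM16A activation or potentiation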
TMEM16A inh = TMEM16A chloride channel inhibitors, primary screen, cell-based, HTS. HEK293 TMEM16A/YFP iodide influx fluorescence, ionomycin. normalized B-score (activity score, 25-100; higher = stronger inhibition) at 10 µM. AID 588511, 2011. 310,000 compounds, 1.2% hits. Anoctamin-1 (Mus musculus), Q8BHY3;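 active means ratio plate-corrected score three or more library SD toward inhibition, starting fluorescence score within five deviations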;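 further: score derived from kinetic fluorescence span divided by baseline fluorescence per well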
TRPC6 inhibitor = mouse TRPC6 channel inhibitors, primary screen, cell-based, HEK293, membrane potential dye; Short transient receptor potential channel 6 (Mus musculus), Q61143; B-score at 10 µM; 310,000 compounds, 1.1% hits; ACh-evoked depolarization; stronger effect = lower value;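 active means B-score under library mean minus 3 SD, initial fluorescence not abnormally high, positive integrated signal ratio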;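 further: B-score derived from integrated fluorescence ratio over the kinetic read; more negative B-score means stronger inhibition of depolarization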
SKKanGAS inh = S. pyogenes SKKanGAS growth inhibitors in kanamycin, primary screen, streptokinase expression inhibitor project, SKKanGAS strain, BacTiter-Glo luminescence; 6 h; inhibition, % at 7.5 µM; 300,000 compounds, 1.3% hits; AID 1662, 2009;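 active means mean replicate score, as percent of positive control median, at least 50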;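 further: strain carries kanamycin resistance gene driven by streptokinase promoter and grows in 40 µg/ml kanamycin; loss of luminescence reflects streptokinase promoter inhibition or plain growth inhibition; 0% = median of DMSO wells and 100% = positive control at its reference dose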
MrgX1 allo act = positive allosteric modulators of MrgX1, primary screen, HEK293 cells, Fluo-4 calcium flux | Mas-related G-protein coupled receptor member X1 (Homo sapiens), Q96LB2 | FDSS; stronger effect = higher value | B-score at 10 µM | 310,000 compounds, 0.63% hits;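 active means plate-corrected calcium response at least 3 library SD above typical, normal starting fluorescence, not activating the receptor alone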;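 further: compound read alongside a low EC10 to EC30 dose of BAM8-22 agonist; peak minus trough fluorescence over baseline measured at the second addition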
MrgX1 ag = agonists of human MrgX1 receptor, primary screen, HEK293 cells, Fluo-4 calcium flux; Mas-related G-protein coupled receptor member X1 (Homo sapiens), Q96LB2; Fluo-4 calcium fluorescence, agonist mode; stronger effect = higher value; B-score at 10 µM; 310,000 compounds, 0.44% hits;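 active means calcium response B-score plate-corrected fluorescence ratio at least 3 library SD, with starting fluorescence B-score inside 5 SD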
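Material: MrgX1-expressing HEK293 cells / Dosing: compound as first of three additions / Incubation: overnight seeding, then 1 h dark dye loading / Signal: Fluo-4 NW calcium fluorescence / Evaluation: B-scored fluorescence response ratio / Benchmarks: positive and negative control wells on each plate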
MrgX1 antag = antagonists of human MrgX1 receptor, primary screen, HEK293 cells, Fluo-4 calcium flux; Mas-related G-protein coupled receptor member X1 (Homo sapiens), Q96LB2; BAM8-22 antagonism; stronger effect = lower value; B-score at 10 µM; 310,000 compounds, 1.3% hits;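 active means calcium-response B-score plate-corrected more than 3 library SD below zero, starting fluorescence within 5 deviations, no agonist response on first addition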;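 further: peak minus trough fluorescence over baseline after final BAM8-22 challenge near maximal dose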
TRPC4 agonist = activators of mouse TRPC4 channel, primary screen, Fluo4 calcium, HEK293 TRPC4beta/mu-opioid cells | Short transient receptor potential channel 4 (Mus musculus), Q9QUQ5 | Fluo4 calcium fluorescence; stronger effect = higher value | B-score at 10 µM | 310,000 compounds, 0.49% hits | AID 2237, 2010;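 active means B-score above 5 SD of library B-scores, and initial fluorescence ratio not above library mean plus 5 SD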;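 further: positive B-score marks a calcium rise read as TRPC4 activation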
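Material: HEK293 stable line with TRPC4beta plus mu-opioid receptor; technique: Fluo4 calcium-sensitive dye fluorescence, kinetic, 1 Hz baseline; timing: Fluo4 dye loading 45 min at room temperature, 110 s recording; controls: assay buffer as low control, maximal DAMGO as high control; read-out: integrated baseline-normalised fluorescence ratio, converted to per-well B score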
* marks the source's active call; other numbers are inactive results; i = inactive; x = not tested or not shown.

Fields: TRPC6 act	TRPC6 inhibitor	MrgX1 allo act	TRPC4 potent	MrgX1 antag	TRPC4 agonist	MrgX1 ag	TMEM16A inh	TMEM16A act	SKKanGAS inh	TRPC4 block
- CC(C)(C)[C@H]1CCC(=O)N([C@H](CN=[N+]=[N-])Cc2ccccc2)CC1
    i	i	i	i	i	i	i	i	i	5.5	i
- CCN(CC)c1ccc(S(=O)(=O)N2CCOCC2)cc1NC(=O)CSc1ccccc1
    i	i	i	i	i	i	i	i	i	-1.4	i
- COc1ccccc1NC(=O)c1ccccc1Oc1ccccc1
    i	i	i	i	-5.94*	i	i	i	i	31.1	i
- CC(=O)N1CCc2c(sc(NC(=O)CN3C(=O)CCC3=O)c2C(N)=O)C1
    i	i	i	i	i	i	i	i	i	-4.6	i
- CN(C)CCCNC(=S)N(CCCO)Cc1cc2cc3c(cc2[nH]c1=O)OCO3
    i	i	i	i	i	i	i	i	i	-1.9	i
- CCc1cc2c(NCc3ccccc3)nc(C)nc2s1
    i	i	i	i	i	i	i	i	i	10.4	i
- CCN(CC)c1ccc(/C=N/NC(=O)c2ccoc2C)c(O)c1
    i	i	i	i	i	i	i	i	i	29.8	i
- O=C(c1cccs1)N1CCn2c1nc1ccccc12
    i	i	i	i	i	i	i	i	i	2.3	i
- COc1ccc(S(=O)(=O)Nc2cc(C)nn2-c2ccccc2)cc1
    i	i	i	i	i	i	i	i	i	3.8	i
- Cc1ccccc1NC(=O)CS(=O)(=O)c1cn(CC(=O)N2CCOCC2)c2ccccc12
    i	i	i	i	i	i	i	i	i	-1.6	i
- Cc1cc(NC(=O)c2cc(-c3cccnc3)nc3c(C)c(C)ccc23)no1
    i	i	i	i	i	i	i	i	i	2.5	i
- CC(NS(=O)(=O)c1ccc(N)cc1)C1CC2CCC1C2 (stereo not given)
    i	i	i	i	i	i	i	i	i	2.1	i
- C=CCNc1nc2ccccc2nc1NS(=O)(=O)c1ccc(Cl)cc1
    i	i	i	i	i	i	i	i	i	11.8	i
- O=C(O)CCc1ccc(-c2ccccc2)n1NC(=O)c1ccco1
    i	i	i	i	i	i	i	i	i	2.5	i
- CC1(N2CCCCC2)C(=O)c2ccccc2C1=O
    i	i	i	i	i	i	i	i	i	-11.3	i
- O=C(Nc1nc(-c2cccs2)cs1)c1ccc(Cl)cc1
    i	i	i	i	i	i	i	i	i	16.4	i
- O=C(c1ccc(F)c(S(=O)(=O)N2CCOCC2)c1)N(c1ccccc1)c1ccccn1
    i	i	i	i	i	i	i	i	i	0.0	i
- COc1ccc(CC(=O)N2CCc3cc(OC)c(OC)cc3C2C)c(OC)c1 (stereo not given)
    i	i	i	i	i	i	i	i	i	-6.2	i
- CN(C)c1ccc(N=Nc2ccccc2Br)cc1
    i	i	i	i	i	i	i	i	i	43.3	i
- S=C(NCCc1ccccc1)Nc1ccccc1N1CCOCC1
    i	i	i	i	i	i	i	i	i	-6.7	i
- Cc1nc2ccc(NC(=O)c3cccnc3)cc2s1
    i	i	i	i	i	i	i	i	i	-1.5	i
- C=CCNC(=S)NCCO
    i	i	i	i	i	i	i	i	i	-5.2	i
- CC1(C)Cc2c(sc(NC(=O)c3ccc4ncsc4c3)c2C(N)=O)C(C)(C)N1
    i	i	i	i	i	i	i	i	i	6.3	i
- O=C(Nc1nnc2n1CCS2)c1ccco1
    i	i	i	i	i	i	i	i	i	-0.4	i
- CCOc1ccc(N(C)S(=O)(=O)c2cc(-c3cc(C)no3)ccc2C(C)C)cc1
    i	i	i	i	-4.76*	i	i	i	i	-10.4	i
- CCOc1ccc(NC(=O)CCNS(=O)(=O)c2cccc3nsnc23)cc1
    i	i	i	i	i	i	i	i	i	1.5	i
- C=C(C)Cn1c(CCNC(=O)CC)nc2ccccc21
    i	i	i	i	i	i	i	i	i	-12.8	i
- O=C(CSc1nc(O)cc(=O)[nH]1)N1c2ccccc2CCc2ccccc21
    i	i	i	i	i	i	i	i	i	0.9	i
- Cc1nc(/N=C\c2ccc(N(C)C)cc2)sc1C
    i	i	i	i	i	i	i	i	i	0.2	i
- COC(=O)CCC/C=C1/SCC(NC(=O)c2ccccc2)/C1=N/O (stereo not given)
    i	i	i	i	i	i	i	i	i	4.4	i
- CC(C)Cc1nc2c(nnn2Cc2ccccc2F)c(=O)[nH]1
    i	i	i	i	i	i	i	i	i	-4.4	i
- CCOC(=O)c1[nH]c2ccc(F)cc2c1NC(=O)Nc1ccccc1OC
    i	i	i	i	i	i	i	i	i	1.1	i
- CC(C)OC(=O)c1cc(NC(=O)c2nn(C)cc2Br)cc(C(=O)OC(C)C)c1
    i	i	i	i	i	i	i	i	i	1.7	i
- COc1ccc(NC(=O)CN2C(=O)C(C)Oc3ccccc32)cc1OC (stereo not given)
    i	i	i	i	i	i	i	i	i	3.2	i
- NS(=O)(=O)c1ccc(CCNS(=O)(=O)c2ccccc2)cc1
    i	i	i	i	i	i	i	i	i	2.9	i
- CC(C)Cn1nc(NC(=O)c2cccs2)c2cc3ccccc3nc21
    i	i	i	i	i	i	i	i	i	2.4	i
- O=C1C=C(c2cccs2)C[C@H](c2ccccc2)[C@H]1n1nnc([N+](=O)[O-])n1
    i	i	i	i	i	i	i	i	i	21.8	i
- COc1ccc(CCNC(=S)Nc2ccc(C)cc2C)cc1
    i	i	i	i	i	i	i	i	i	-4.3	i
- Nc1ccc2nc(-c3ccccc3)c(-c3ccccc3)nc2c1
    i	i	i	i	i	i	i	i	i	6.3	i
- COc1ccc(C(C(=O)NC(C)(C)C)N(CCO)C(=O)CCC(=O)Nc2cc(C)on2)cc1 (stereo not given)
    i	i	i	i	i	i	i	i	i	1.3	i
- CCCc1ccccc1OCCNS(=O)(=O)c1cc2c(cc1C)OCC(=O)N2
    i	i	i	i	i	i	i	i	i	-2.1	i
- Cn1cc(Br)c(C(=O)NN2C(=O)C3C4C=CC(C5CC45)C3C2=O)n1 (stereo not given)
    i	i	i	i	i	i	i	i	i	-0.9	i
- O=S(=O)(c1cccc(-c2cn3cccnc3n2)c1)N1CCOCC1
    x	x	i	x	i	x	i	i	i	x	x
- CCOC(=O)c1c(NC(=O)CN2C(=O)NC(C)(c3ccc(Cl)cc3)C2=O)sc(C(=O)NC)c1C (stereo not given)
    i	i	i	i	i	i	i	i	i	13.2	i
- Brc1cnc2nc(SCc3nc4ccccc4[nH]3)[nH]c2c1
    i	i	i	i	i	i	i	i	i	7.9	i
- COc1ccc(-c2nc(Cn3c(SCc4ccc(C)cc4)nc4ccncc43)c(C)o2)cc1OC
    i	i	i	i	i	i	i	i	i	21.5	i
- CS(=O)(=O)N(CC(=O)NCC1CCCO1)c1cc(Cl)c(Cl)cc1Cl (stereo not given)
    i	i	i	i	i	i	i	i	i	0.8	i
- COCC(C)NC(=O)c1cc2c(ccc3ccccc32)oc1=O (stereo not given)
    i	i	i	i	i	i	i	i	i	-1.5	i
- CC1=NCCN1S(=O)(=O)c1c(C(C)C)cc(C(C)C)cc1C(C)C
    i	i	i	i	i	i	i	i	i	16.2	i
- O=[N+]([O-])c1nn(-c2ccccc2)[n+]([O-])c1N1CCN(c2ccccc2F)CC1
    i	i	i	i	i	i	i	i	i	-13.9	i

Next entries.
Fields: TRPC6 act	TRPC6 inhibitor	MrgX1 allo act	TRPC4 potent	MrgX1 antag	TRPC4 agonist	MrgX1 ag	TMEM16A inh	TMEM16A act	SKKanGAS inh	TRPC4 block
- S=C(NCc1ccco1)Nc1ccc(Oc2ccccc2)cc1
    i	i	i	i	i	i	i	i	i	5.2	i
- Cc1ccc(S(=O)(=O)c2c(COC(=O)c3ccc(Cl)cc3)c(-c3ccccc3)nn2C)cc1
    i	i	i	i	i	i	i	i	i	-19.2	i
- CC1CCCN(c2ncnc3c2cnn3-c2ccc(Cl)cc2)C1 (stereo not given)
    i	i	i	i	i	i	i	i	i	-2.9	i
- N#CC1=C(N)c2ccccc2CC12CCCCC2
    i	i	i	i	i	i	i	i	i	-0.6	i
- CSc1ccc(S(=O)(=O)N2c3ccccc3CC2C)cc1 (stereo not given)
    i	i	i	i	i	i	i	i	i	22.5	i
- O=c1cc(O)n(-c2ccc(Cl)cc2)c(=S)[nH]1
    i	i	i	i	i	i	i	i	i	2.9	i
- COc1ccc(-n2ccc(=O)c(C(=O)O)n2)c(OC)c1
    i	i	i	i	i	i	i	i	i	0.3	i
- COc1ccc(CCNC(=O)C2CCCN(Cc3nc(-c4ccccc4C)oc3C)C2)cc1OC (stereo not given)
    i	i	i	i	i	i	i	i	i	-3.5	i
- COC(=O)CNS(=O)(=O)c1ccc(OC)cc1
    i	i	i	i	i	i	i	i	i	-9.8	i
- Cc1ccc(C)c(NC(=O)C2CCCN(S(=O)(=O)c3c(C)noc3/C=C/N(C)C)C2)c1 (stereo not given)
    i	i	i	i	i	i	i	i	i	-6.9	i
- O=C(NC1CCCC1)C1CCC(=O)N1C1CCCC1 (stereo not given)
    i	i	i	i	i	i	i	i	i	-0.4	i
